Screening results from PubChem.
14-3-3g Raf: modulators of 14-3-3 gamma protein binding, primary screen, biochemical, fluorescence polarization; FP, 14-3-3gamma / TMR-pS259-Raf peptide binding; inhibition, % at 40 µM; hit rate 0.19% among 160,000; in the data active = inhibition above about 30%;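 note: 0% = protein plus tracer without compound and 100% = blank with tracer alone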
Target sequence (P61981 whole entry, looked up): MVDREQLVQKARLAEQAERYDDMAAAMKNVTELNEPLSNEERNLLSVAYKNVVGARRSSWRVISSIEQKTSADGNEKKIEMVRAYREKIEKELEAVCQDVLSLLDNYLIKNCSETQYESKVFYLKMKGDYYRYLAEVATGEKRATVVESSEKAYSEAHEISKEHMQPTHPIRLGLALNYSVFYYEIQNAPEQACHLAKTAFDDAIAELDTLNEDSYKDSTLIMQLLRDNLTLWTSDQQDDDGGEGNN
The depositor's hits bear a star; & = joins results of further samples. The list is partial; count on the stated rates, not on these rows.

SMILES	14-3-3g Raf
COC(=O)C1=C(C)N=C2SC(C)C(=O)N2C1c1ccc(Cl)cc1 (stereo unspecified)	1
Nc1nonc1C(=O)OCC(=O)N1CCCCC1	1&-6
COc1cccc(C2CC(c3cccs3)=NN2C(=O)CSC2=NN3CCCC(=O)N=C3S2)c1OC (stereo unspecified)	0
Cc1sc2c(c1C)c(=O)n(-c1ccccc1)c1n[nH]c(=S)n21	-11
O=c1[nH]c(=O)n(CCO)c2n[nH]nc12	-13
Cc1c(NS(=O)(=O)c2ccc(Br)cc2)c(=O)n(-c2ccccc2)n1C	3
COc1ccc(N2C(=O)CC(NCCc3ccc(O)c(O)c3)C2=O)cc1 (stereo unspecified)	-6
Cc1cc(C)n(-c2nncn2NC(=O)c2ccc(Cl)cc2O)n1	-9
CCOC(=O)C1CCCN(C(=O)c2cc3c(=O)n4ccccc4nc3s2)C1 (stereo unspecified)	5
CCOC(=O)c1cc2c(=O)[nH]c3ccc(C)cc3c2s1	-13
CS(=O)(=O)N1CCC(C(=O)NCCN2CCN(Cc3ccccc3)CC2)CC1	-7&-22
CCOC(=O)CNC(=O)Nc1nnc(-c2ccc(OCC)cc2)o1	-5
CC1(C)CC(=O)c2cnc(NC(=O)c3ccco3)nc2C1	0
CC(=O)C1=NN(c2ccc(Cl)cc2)C(c2ccc3c(c2)OCO3)N1C(C)(C)C (stereo unspecified)	6
O=C(NCCSc1c[nH]c2ccccc12)C1CCCCC1	-8
O=c1c2sccc2nc(SCc2ccc(Cl)cc2)n1Cc1ccc2c(c1)OCO2	-3
CC1(C)Cc2c(sc3ncn4nnnc4c23)CO1	-3
CCCCC(=O)Nc1cccc(-c2nc3ncccc3o2)c1	-7&-4
Clc1ccc(Br)cc1-c1nc(-c2ccncc2)no1	-10
CCC1(C)Cc2ccccc2/C(=C/C(=O)N2CCCCC2)N1 (stereo unspecified)	0
O=C(NCCN1CCOCC1)c1cc(-c2ccncc2)nc2ccccc12	-5
COc1ccc(OC(=O)c2ccc(Cl)cc2)c(C(C)=O)c1	3
O=C(CC1N=C2c3ccccc3N=C(SCc3ccccc3F)N2C1=O)NCc1ccccc1 (stereo unspecified)	-18
O=C(Nc1ccc(-c2nc3ccccc3o2)c(O)c1)c1ccc(Cl)c([N+](=O)[O-])c1	-175
COc1cc2nc(C3CCC3)n(NC(=O)C(OC(C)=O)c3ccccc3)c(=O)c2cc1OC (stereo unspecified)	2
CCOC(=O)c1ccc(N=Cc2ccc(OCC)cc2)cc1	1
CCSc1nc2sc3c(c2c(=O)n1CCc1ccccc1)CCCC3	-4
Cn1nnc(C(O)CNCc2cccs2)n1 (stereo unspecified)	-9
CCCCCc1nnc(NC(=O)c2ccccc2C)s1	5
CCCCCCSc1nnc2n(C)c(=O)c3c4c(sc3n12)COC(C)(C)C4	-3
COc1ccc(OC)c(C2NC(=O)NC(C)=C2C(=O)OCC(C)C)c1 (stereo unspecified)	-8
CCOc1cc(N2CCOCC2)c(OCC)cc1NC(=O)c1nc2nccc(C)n2n1	-5
COc1ccc(CNC(=O)c2ccc3c(=O)n(Cc4ccc(OC)cc4)c(=S)[nH]c3c2)cc1	-10
O=C(CSc1nc2[nH]ncc2c(=O)n1-c1cccc2ccccc12)NC1CCCCC1	-7
O=C(O)c1cc([N+](=O)[O-])ccc1Sc1ccc(Cl)cc1	6
CC1=C(C)CS(=Nc2cccc([N+](=O)[O-])c2)N(S(=O)(=O)c2ccccc2)C1 (stereo unspecified)	-4
Cc1ccc(Oc2nnc(-c3cccs3)c3ccccc23)cc1C	-12
COc1cc(NC(=O)COc2ccc(Cl)c(C)c2)c(OC)cc1Cl	-19
Cc1cccc(CSc2ncnc3sc4c(c23)CCCC4)c1	-7
CC1CCC2C(=O)N(c3ccc(OC(=O)c4ccc(Cl)cc4)cc3)C(=O)C2C1 (stereo unspecified)	5
COc1cc2c(cc1OC)C(C(=O)N1CCN(C(=O)c3ccco3)CC1)C1c3ccccc3CCN1C2=O (stereo unspecified)	-9
COc1cc(OC)cc(C(=O)Nc2cc(-c3nc4ccccc4o3)ccc2OC)c1	-20
Clc1ccc(-c2nnc(-c3ccc(Cl)cc3)nn2)cc1	-11
CCN(CCCNC(=O)c1ccc2c(=O)n(-c3ccccc3)c(=O)[nH]c2c1)c1ccccc1	4
COc1ccc(OC)c(NC(=O)CSc2nnc(-c3ccco3)n2-c2ccc(C(=O)O)cc2)c1	12
COC(=O)c1cnc(NCc2ccccn2)c2ccccc12	-5
Cn1c(C(=O)O)c(CC(=O)NCC2COc3ccccc3O2)c2ccccc21 (stereo unspecified)	5&2
CC(C)C(NS(=O)(=O)c1cccs1)C(=O)Nc1cccc(F)c1 (stereo unspecified)	-10
Cc1ccc(-n2c(-c3ccccc3)c[n+]3c2CCCCC3)cc1	2
O=C1NC(c2ccc3c(c2)OCO3)Nc2sc3c(c21)CCCC3 (stereo unspecified)	-3
CCC(=O)N1CCc2cc(Br)cc(S(=O)(=O)Nc3cccc(SC)c3)c21	-7
O=C(NC1CCN(Cc2ccccc2)CC1)C1CCCN(S(=O)(=O)c2ccc(Br)s2)C1 (stereo unspecified)	-2
N#CC1=C(N)SC(N)=C(C#N)C1c1ccoc1	-154
COC(=O)C1CC(=O)N(c2ccc(Cl)cc2)C1 (stereo unspecified)	-2
Cc1cccc(N2C(=O)c3cccc4c(N(C)CCO)ccc(c34)C2=O)c1	8
Brc1ccc(-c2nnc3ccc4ccccc4n23)cc1	-5
CC1(C)Cc2c(sc3c2c2ncnn2c2nnc(SCC(=O)NCc4ccco4)n32)CO1	-5
CCNC(=O)c1cc2c(=O)n3cccc(C)c3nc2n(CCCOCC)c1=N	-122
CCCCOCCCNC(=O)C1c2ccccc2Oc2ccccc21	-4
COc1ccc(CCNc2nc3c(c(C(F)(F)F)n2)CC(C)CC3)cc1OC (stereo unspecified)	0

Of the compounds above, 5 have bromine:
SMILES	14-3-3g Raf
Cc1c(NS(=O)(=O)c2ccc(Br)cc2)c(=O)n(-c2ccccc2)n1C	3
Clc1ccc(Br)cc1-c1nc(-c2ccncc2)no1	-10
CCC(=O)N1CCc2cc(Br)cc(S(=O)(=O)Nc3cccc(SC)c3)c21	-7
O=C(NC1CCN(Cc2ccccc2)CC1)C1CCCN(S(=O)(=O)c2ccc(Br)s2)C1 (stereo unspecified)	-2
Brc1ccc(-c2nnc3ccc4ccccc4n23)cc1	-5

Further records follow.
SMILES	14-3-3g Raf
c1cc(-c2nnc3sc(C4CCCCC4)nn23)ccn1	-7
Cc1ccc(CC2CC(=O)N(c3cc(C)on3)C2=O)cc1 (stereo unspecified)	-2
Cn1c(SCc2nn[nH]n2)nc2c1c(=O)n(Cc1ccccc1Cl)c(=O)n2C	6
COC(=O)c1cc(NC(=O)C2CC2)cc(C(=O)OC)c1	3
O=C(COc1ccccc1Br)Nc1ncn[nH]1	-10
Cc1ccc(Oc2ccc3c(c2)C(=O)N(c2ccccc2O)C3=O)cc1C	2
Cc1ccc2cc3cc(C(=O)NCCCN4CCN(C)CC4)sc3nc2c1	-2
Cc1cccc(NC(=O)c2ccc(-c3cccc([N+](=O)[O-])c3)o2)n1	-56
N#Cc1c(SCC(N)=O)nsc1SCc1ccc(Cl)cc1	-10
Cc1sc2nc(SC(C)C)nc(N)c2c1C	-8
COC(=O)c1ccccc1N1C(=O)[C@@H]2C(c3ccc(F)cc3)=NO[C@@H]2C1=O	1
COc1ccc(Cc2nc(-c3ccc(Cl)cc3)no2)cc1OC	2
Cc1nc(N2CCN(c3ccccn3)CC2)c2c3c(sc2n1)CCCC3	1
NC(=O)c1cc(-c2ccccc2C(F)(F)F)no1	-2
COc1ccc(C2CC(=O)C3=C(C2)NC(C)=C(C(=O)OCC(C)C)C3c2cc3c(cc2Br)OCO3)cc1 (stereo unspecified)	5
Cc1c(C(=O)N2CCCCC2C)sc2ncn(CC(=O)N3CC(C)CC(C)C3)c(=O)c12 (stereo unspecified)	5
COc1ccc(S(=O)(=O)N2Cc3ccccc3CC2C(=O)N2CCOCC2)cc1 (stereo unspecified)	5&-4
Cc1ccc(OCC(=O)Nc2ccc(S(=O)(=O)N3CCc4ccccc43)cc2)cc1	-48
O=C(Nc1cccc(C(F)(F)F)c1)c1cccc2c(Br)cccc12	-10
O=C(Nc1ccccc1Cl)c1cnccn1	-36
O=C(O)c1ccc(S(=O)(=O)N2CCCC2)cc1	-2
CCOC(=O)c1c(-c2ccccc2)csc1NC(=O)c1ccccc1OCC	-4
O=c1oc2c(CN3CCN(CCO)CC3)c(O)ccc2cc1-c1nc2ccccc2s1	-14
CCOc1ccc(N(Cc2cc3ccc(C)cc3[nH]c2=O)C(=O)COC)cc1	-1
Oc1ccc(Br)cc1CN1CCN(Cc2c[nH]c3ccccc23)CC1	6
COC(=O)C1=C(C)NC(=S)NC1c1sccc1C (stereo unspecified)	-1
COc1ccc(-c2csc(=Nc3ccccc3)n2-c2ccccc2)cc1OC	-3
Cc1sc2nc3c4ccccc4c(NCc4ccco4)nn3c(=O)c2c1C	-12
COc1ccc2nc(SCC(=O)Nc3ccccc3Br)[nH]c2c1	-6
CCc1ccc(-c2cn3c4ccccc4nc3n2CCCCl)cc1	-3
COc1ccc(CCNC(=O)c2nn(-c3ccccc3OC)c(=O)c3ccccc23)cc1OC	-4
O=C(CN(C(=O)CNS(=O)(=O)c1ccccc1)C1CCCC1)NCC1CCCO1 (stereo unspecified)	1
CCN(CC)C(=O)COc1ccc2c3c(c(=O)oc2c1)CCC3	-7
CCN(CC)C(=O)c1ccc2c(=O)n(Cc3ccccc3)c(=S)[nH]c2c1	2
COc1ccc(C2NC(=S)NC(C)=C2C(=O)OCCOc2ccccc2)cc1 (stereo unspecified)	-1
CC1CCCC(NC(=O)c2cc(S(=O)(=O)N3CCOCC3)ccc2Sc2ccc(Br)cc2)C1C (stereo unspecified)	0
c1csc(CNc2nc3ccccc3n2CCN2CCOCC2)c1	-2
COc1ccc(S(=O)(=O)n2cnc3cc([N+](=O)[O-])ccc32)cc1	-9
CSCCOC(=O)c1[nH]c2c(c1C)C(=O)CC(c1ccco1)C2 (stereo unspecified)	-6
CC(C)N1C(=O)CCC1C(=O)NCc1ccccc1 (stereo unspecified)	0
COc1ccc(N(CC(=O)N2CCc3ccccc3C2)S(=O)(=O)c2c(C)[nH]c(=O)[nH]c2=O)cc1	0
Cc1cc(C)c(OCC(=O)Nc2ccc3c(c2)OCO3)cc1C	-3
Cc1nc2c(C(=O)NC3CC3)cnn2c(C)c1Cc1cccc(Cl)c1	-12
Cc1noc(C)c1S(=O)(=O)N1CCCC(C(=O)NCc2ccccn2)C1 (stereo unspecified)	-2
COc1ccc(-c2nnc(NC(=O)c3ccc(S(=O)(=O)N(C)C)cc3)o2)cc1	-7

Continued, overlapping the part above by three compounds.
SMILES	14-3-3g Raf
Cc1nc2c(C(=O)NC3CC3)cnn2c(C)c1Cc1cccc(Cl)c1	-12
Cc1noc(C)c1S(=O)(=O)N1CCCC(C(=O)NCc2ccccn2)C1 (stereo unspecified)	-2
COc1ccc(-c2nnc(NC(=O)c3ccc(S(=O)(=O)N(C)C)cc3)o2)cc1	-7
C=CCNC(=O)C1CCN(c2nc(C)cc(-c3ccccc3)n2)CC1	-11
O=S(=O)(c1ccc2ccccc2c1)N1CCN(Cc2ccccc2Cl)CC1	0
O=C(CSc1nnc(CNC(=O)c2c(F)cccc2Cl)o1)Nc1ccccc1	-5
COc1ccccc1Cc1nc2ccccc2nc1SCC(=O)Nc1cccc(C(F)(F)F)c1	-77
CC(C)CCSc1nc2c(c(=O)[nH]1)C(c1ccc(Br)cc1)C1=C(CC(C)(C)CC1=O)N2 (stereo unspecified)	-7
CC1CCCN(Cc2nc3c(c(=O)n(C)c(=O)n3C)n2CCCc2ccccc2)C1 (stereo unspecified)	-5
CCCCc1sc(-c2ccc(N(C)C)cc2)nc1C	1
N#Cc1c(SCc2ccccn2)nc2c(c1-c1cccs1)CCCC2	8
COc1nc(OC)nc(N2CCC(C(=O)Nc3cccc4ccccc34)CC2)n1	-19
CN(C)CCCOC(=O)c1ccc(Br)cc1	0
CCC(=O)Nc1nc2c(c3c1c(=O)oc1ccccc13)CC(C)CC2 (stereo unspecified)	2
COc1ccc(-c2coc3c(C)c4oc(=O)c5ccccc5c4cc23)cc1F	-17
CCCCc1ccc(S(=O)(=O)Nc2cc(C)on2)cc1	-6
CCCC(=O)NCCc1nc2ccccc2n1CC(=O)c1ccccc1	-9
COCCOC(=O)C1=C(C)NC2=C(C(=O)CC(c3ccccc3Cl)C2)C1c1coc2ccccc2c1=O (stereo unspecified)	-4

In the list so far, 9 contain fluorine:
SMILES	14-3-3g Raf
O=C(CC1N=C2c3ccccc3N=C(SCc3ccccc3F)N2C1=O)NCc1ccccc1 (stereo unspecified)	-18
CC(C)C(NS(=O)(=O)c1cccs1)C(=O)Nc1cccc(F)c1 (stereo unspecified)	-10
COc1ccc(CCNc2nc3c(c(C(F)(F)F)n2)CC(C)CC3)cc1OC (stereo unspecified)	0
COC(=O)c1ccccc1N1C(=O)[C@@H]2C(c3ccc(F)cc3)=NO[C@@H]2C1=O	1
NC(=O)c1cc(-c2ccccc2C(F)(F)F)no1	-2
O=C(Nc1cccc(C(F)(F)F)c1)c1cccc2c(Br)cccc12	-10
O=C(CSc1nnc(CNC(=O)c2c(F)cccc2Cl)o1)Nc1ccccc1	-5
COc1ccccc1Cc1nc2ccccc2nc1SCC(=O)Nc1cccc(C(F)(F)F)c1	-77
COc1ccc(-c2coc3c(C)c4oc(=O)c5ccccc5c4cc23)cc1F	-17

(next part)
SMILES	14-3-3g Raf
CC(C)(C)C(=O)CSc1nc2cc(C(=O)N3CCOCC3)ccc2c(=O)n1C1CCCCC1	0
O=C1c2ccccc2S(=O)(=O)N1Cc1cc(=O)n2ccsc2n1	0
COc1ccc(Br)cc1-c1noc(-c2ccccc2F)n1	3
Cc1ccc(NS(=O)(=O)c2cccc([N+](=O)[O-])c2)nc1	7
CC(C)CC1=NN(C(=O)c2ccco2)C(O)(C(F)(F)F)C1 (stereo unspecified)	2
c1ccc(N2COc3ccc4ccccc4c3C2)cc1	-4
COc1ccc(CN(CC(=O)NCC2CCCO2)C(=O)CCC(=O)Nc2cc(C)on2)cc1 (stereo unspecified)	3
COc1ccc(C(=O)Nc2nc3c(ccc4ccccc43)s2)c(OC)c1	2
Cc1ccc(N2CCN(c3ccc(N4C(=O)CC(C)C4=O)cc3[N+](=O)[O-])CC2C)cc1 (stereo unspecified)	7
